# MITF TRPM1 HTS: activators of MITF-driven TRPM1 promoter reporter, primary screen, cell-based, SK-MEL-5, luciferase, single point. SK-MEL-5 TRPM1-promoter luciferase, 24 h; % of positive control, neutral wells = 0. activation, % at 12.5 µM. hit rate 0.75% among 300,000. AID 588334, 2011;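 active = mean activation of at least 80% with every replicate also reaching 80%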;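 also: 0% = neutral control wells and 100% = parthenolide positive control wells; values of inactives mirror those of a sister screen read the other way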
# SR-BI DiI inh: inhibitors of SR-BI mediated HDL lipid uptake, primary screen, ldlA[mSR-BI] cells, fluorescence, single point; ldlA[mSR-BI] CHO cells, DiI-HDL uptake fluorescence, 3 h; hit rate 0.96% among 320,000; AID 488896, 2010; inhibition, % at 12.5 µM; Scavenger receptor class B member 1 (Mus musculus), Q61009;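 active = mean replicate inhibition of at least 70% and a set share of replicates each scoring 70 or more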;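 also: 0% = median of neutral control wells and 100% = median of positive control wells; values of inactives mirror those of a sister screen read the other way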
# Target sequence (Q61009 whole entry, looked up): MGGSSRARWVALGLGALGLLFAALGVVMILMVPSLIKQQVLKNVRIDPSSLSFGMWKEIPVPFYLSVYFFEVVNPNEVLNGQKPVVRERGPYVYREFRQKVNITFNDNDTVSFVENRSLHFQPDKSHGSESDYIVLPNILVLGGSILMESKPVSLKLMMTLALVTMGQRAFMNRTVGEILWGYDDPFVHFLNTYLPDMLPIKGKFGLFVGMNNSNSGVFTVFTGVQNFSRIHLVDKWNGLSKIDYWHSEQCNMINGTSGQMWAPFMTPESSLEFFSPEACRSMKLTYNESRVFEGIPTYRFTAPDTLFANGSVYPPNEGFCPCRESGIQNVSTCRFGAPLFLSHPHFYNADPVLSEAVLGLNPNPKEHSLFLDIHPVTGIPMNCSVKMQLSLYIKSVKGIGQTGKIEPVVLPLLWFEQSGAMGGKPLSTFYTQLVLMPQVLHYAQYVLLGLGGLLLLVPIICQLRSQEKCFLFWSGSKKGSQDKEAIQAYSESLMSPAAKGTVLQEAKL
# CAL PDZ FP-1: untagged CAL PDZ binding inhibitors, primary screen, biochemical, fluorescence polarization, HTS; purified CAL PDZ, TMR-peptide fluorescence polarization, 1 h; inhibition, % at 24.9 µM; hit rate 0.92% among 300,000; AID 602252, 2012; Golgi-associated PDZ and coiled-coil motif-containing protein (Homo sapiens), Q9HD26;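 active = mean inhibition of at least 30% with at least half of replicates also reaching 30%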;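 also: 0% = DMSO neutral control and 100% = excess unlabeled competitor peptide PRC23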
# Ecoli viability: E. coli V3065 growth inhibition, primary screen, counter-screen for AddAB inhibitor project, absorbance, OD600 | inhibition, % at 11.9 µM | AID 449728, 2010 | 18 h | hit rate 0.27% among 330,000;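 active = inhibition above the campaign's mean inhibition across all tested compounds plus 3 SD, cut at about 9.9% in these data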;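 also: uninfected addAB+ strain grown without phage in ampicillin broth; 0% = DMSO wells and 100% = ciprofloxacin 0.95 µg/ml wells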
# phage Ecoli inh: growth loss of phage-infected E. coli, primary screen, RecBCD inhibitor project, absorbance, with phage, HTS | inhibition, % at 11.9 µM | hit rate 0.26% among 360,000; in the data active = inhibition above about 11%
# Tat transport: E. coli Tat export inhibitors, primary screen, MC4100, TorA-mCherry reporter, fluorescence, single point | AID 488895, 2010 | hit rate 0.036% among 340,000 | inhibition, % at 10 µM;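 active = mean replicate inhibition at least 50% and at least half of replicates individually reaching 50%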;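 also: exported cargo escapes ClpAP degradation while cytoplasmic cargo is degraded and loses fluorescence; 0% = median of neutral control wells and 100% = median of NaSCN control wells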
# CAL PDZ FP-2: CAL PDZ peptide-binding inhibitors, primary screen, biochemical, fluorescence polarization, Cer-tagged CAL PDZ, HTS | AID 504414, 2011 | inhibition, % at 20 µM | purified CAL PDZ, TMR-peptide fluorescence polarization, 1 h | hit rate 0.02% among 330,000;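 active = highest replicate inhibition of at least 40%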;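 also: plate controls were DMSO neutral control wells for no effect and unlabeled competitor peptide control wells for full effect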
#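 Material – purified CerCALP PDZ construct · Detection – FP readout, S and P plane fluorescence · Measure – percent inhibition from loss of millipolarization · Controls – unlabelled peptide for full inhibition, DMSO wells as neutral · Probe or stimulus – TMR-labelled reporter peptide T*-PRC34 bound in PDZ groove · Times – 1 h at RT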
# AddAB inh: growth inhibition of E. coli expressing H. pylori AddAB, primary screen, AddAB inhibitor project, absorbance. inhibition, % at 11.9 µM. hit rate 0.29% among 330,000. AID 435030, 2010; in the data active = inhibition above about 12%;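 also: 0% = vehicle wells of infected cells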
# SR-BI DiI-HDL act: activators of SR-BI mediated DiI-HDL uptake, primary screen, ldlA[mSR-BI] CHO cells, DiI fluorescence; 3 h; 100 = double the neutral-control signal; hit rate 0.096% among 320,000; AID 504775, 2011; activation, % at 12.5 µM;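 active = mean replicate activation of at least 60% and every replicate at or above 60%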;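 also: 0% = median plate neutral-control signal and 100% = twice that signal; values of inactives mirror those of a sister screen read the other way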
#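 System: LDL receptor-deficient CHO ldlA cells overexpressing murine SR-BI | Timing: 3 h uptake period with compound, 37 °C | Medium: HEPES-buffered (25 mM, pH 7.4) F12 plus 0.5% BSA | Dosing: Single-point compound dose | Signal: Bottom-read fluorescence, 550/595 nm | Read-out: Retained DiI signal reflecting DiI-HDL uptake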
# Wnt bcat act: Wnt/beta-catenin pathway activators, primary screen, cell-based, plate reader, single point. Wnt/beta-catenin reporter cell assay, activator. activation, % at 9.35 µM. hit rate 1.2% among 300,000. AID 743398, 2014; in the data active = activation above about 30%, passing the limit was not always enough;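 also: 0% = neutral control wells and 100% = positive control wells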
# Numbers without * were called inactive; x = no result given.
SMILES,MITF TRPM1 HTS,SR-BI DiI inh,CAL PDZ FP-1,Ecoli viability,phage Ecoli inh,Tat transport,CAL PDZ FP-2,AddAB inh,SR-BI DiI-HDL act,Wnt bcat act
CN(C(=O)c1ccc(NC(=O)C2CC=CCC2C(=O)O)cc1)c1ccccc1 (stereo not drawn),-11,10,0,-2.4,3.0,17,-0.3,0.8,-10,x
CCn1cc(/C=N\NC(=O)c2ccccc2Cl)cn1,-1,-42,-2,1.1,4.0,-1,-0.4,0.0,42,-5
CC(C)OC(=O)CN1C(=O)c2ccccc2C1=O,-8,4,1,2.2,3.1,-1,1.1,1.2,-4,x
COc1ccc(OC)c(/C=N/Nc2nncn2/N=C/c2cc(OC)ccc2OC)c1,-3,15,-1,-0.8,3.4,-6,0.1,1.8,-15,0
CC(C(=O)Nc1ccon1)N1C(=O)c2ccccc2S1(=O)=O (stereo not drawn),-3,2,-3,2.6,4.6,1,-2.4,1.9,-2,-4
Cc1cc(/C=N\NC(=O)c2cccs2)c(C)n1-c1ccc2ncccc2c1,72,73*,-3,-1.8,-0.4,6,x,-1.0,-73,2
O=c1c(-c2ccccc2)coc2c(CN3CCCCC3)c(O)ccc12,x,2,9,-2.5,0.6,2,0.9,1.8,-2,0
CCOc1ccc(/C=N/NC(=O)c2[nH]c3ccc(C)cc3c2C)cc1,6,28,-3,x,1.9,-3,-0.5,x,-28,0
CCc1nc2ccccc2n1CC(=O)N1CCN(Cc2ccccc2)CC1,1,-17,7,0.6,4.4,-4,0.1,1.5,17,-9
CNC(=S)N1CCN(c2ccc([N+](=O)[O-])cc2)CC1,x,16,1,0.2,4.7,6,2.2,1.6,-16,x
CC(=O)c1sc2nc(CSc3nnnn3-c3ccccc3)[nH]c(=O)c2c1C,4,26,-4,-3.2,-0.8,-3,18,2.6,-26,0
CC(=O)Nc1ccc(C(=O)CN2C(=O)CSC2=O)cc1,-14,9,8,-1.8,-0.3,-6,-1.1,-0.7,-9,-1
COc1ccc(CC(=O)N2CC3(C)CC2CC(C)(C)C3)cc1OC (stereo not drawn),1,4,5,1.6,2.8,-8,-1.3,1.0,1,-1
Cc1ccc(OCC(O)Cn2c(NCCc3ccccc3)nc3c2c(=O)[nH]c(=O)n3C)cc1 (stereo not drawn),-2,18,-4,0.3,1.0,-7,-0.3,2.8,-18,x
Cc1ccc(C)c(N2CCN(C(=O)Cc3c(C(=O)O)[nH]c4ccc(Cl)cc34)CC2)c1,-7,x,-1,-0.2,0.1,12,0.2,-2.0,x,1
Cc1c(NC(=O)c2cc(-c3cccs3)nc3ccccc23)c(=O)n(-c2ccccc2)n1C,-12,77*,-1,-0.8,4.6,-20,-3.1,2.3,-77,1
COC(=O)c1ccc(S(N)(=O)=O)o1,9,-3,-2,-0.7,0.7,-13,-0.3,3.1,3,x
Cc1ccc(C(=O)CCc2ccc(N)cc2)cc1,65,-4,-3,-2.0,4.3,-11,-0.5,-3.4,4,9
COCCSc1ccccc1C(=O)N1CCOCC1,3,-10,-5,1.6,2.2,-5,0.2,0.5,10,-1
CCc1ccc(NC(=S)NC2CC3CCCC(C2)N3Cc2cccs2)cc1 (stereo not drawn),-9,15,-6,5.7,2.3,-5,-1.8,4.0,-15,-1
CCOC(=O)c1c(C)[nH]c(C(=O)COC(=O)CN2C(=O)C3CCCCC3C2=O)c1C (stereo not drawn),x,-6,0,-0.3,2.9,-1,-1.8,1.6,6,x
O=C(O)c1cccc(S(=O)(=O)Nc2ccc(O)c(Sc3nc4ccccc4s3)c2)c1,-7,-16,-2,1.3,6.9,-3,-2.4,0.9,16,-2
CCCCn1c(C(C)NC(=O)CCC)nc2ccccc21 (stereo not drawn),15,-7,-4,-0.6,0.4,-5,-0.2,-2.6,7,12
CC(C)(C)c1cc(CCC(=O)NCC2CCCO2)cc(C(C)(C)C)c1O (stereo not drawn),16,21,-1,1.1,1.2,5,-3.3,2.5,-21,1
COc1cc2c(ccc3cc(OC)c(OC)c(O)c32)cc1O,-49,38,-2,0.3,2.6,15,1.4,5.0,-38,-2

# Entries of single compounds as entered above. Order of screens: MITF TRPM1 HTS | SR-BI DiI inh | CAL PDZ FP-1 | Ecoli viability | phage Ecoli inh | Tat transport | CAL PDZ FP-2 | AddAB inh | SR-BI DiI-HDL act | Wnt bcat act
# `Cc1ccc(OCC(O)Cn2c(NCCc3ccccc3)nc3c2c(=O)[nH]c(=O)n3C)cc1` (stereo not drawn) across the screens: -2 | 18 | -4 | 0.3 | 1.0 | -7 | -0.3 | 2.8 | -18 | x
# `CCn1cc(/C=N\NC(=O)c2ccccc2Cl)cn1` across the screens: -1 | -42 | -2 | 1.1 | 4.0 | -1 | -0.4 | 0.0 | 42 | -5
# `O=c1c(-c2ccccc2)coc2c(CN3CCCCC3)c(O)ccc12` across the screens: x | 2 | 9 | -2.5 | 0.6 | 2 | 0.9 | 1.8 | -2 | 0
# `COC(=O)c1ccc(S(N)(=O)=O)o1` across the screens: 9 | -3 | -2 | -0.7 | 0.7 | -13 | -0.3 | 3.1 | 3 | x
# `Cc1ccc(C)c(N2CCN(C(=O)Cc3c(C(=O)O)[nH]c4ccc(Cl)cc34)CC2)c1` across the screens: -7 | x | -1 | -0.2 | 0.1 | 12 | 0.2 | -2.0 | x | 1

# Other records
SMILES,MITF TRPM1 HTS,SR-BI DiI inh,CAL PDZ FP-1,Ecoli viability,phage Ecoli inh,Tat transport,CAL PDZ FP-2,AddAB inh,SR-BI DiI-HDL act,Wnt bcat act
COc1cc(OC)c(N(C)S(=O)(=O)c2cccc(C(=O)Nc3nnc(C4CC4)s3)c2)cc1Cl,11,x,4,-1.6,-2.5,-5,-1.2,1.4,x,0
C/C=C/C(=O)OCC(=O)Nc1cc(OC)c([N+](=O)[O-])cc1C,11,-18,-3,1.2,-0.9,-4,-1.0,0.3,18,1
Cc1nn(CC(N)=O)c(=O)c2ccccc12,1,-21,-5,1.8,0.4,-6,0.0,0.3,21,x
COc1ccccc1C(=O)Nc1c(C(=O)N(CCN(C)C)Cc2ccco2)oc2ccccc12,7,-19,-4,-0.9,0.0,13,-9.1,-1.5,19,-2
CCOCCCNS(=O)(=O)c1ccccc1,10,-7,-1,-1.4,3.1,-6,-0.3,-2.2,7,x
O=C(CSc1nccc(=O)[nH]1)N1CCc2ccccc2C1,2,-11,2,0.3,-0.4,-6,-2.4,3.1,11,0
COc1cc(/C=C2/C(=N)N3N=C(C)SC3=NC2=O)ccc1OS(=O)(=O)c1ccc(C)cc1,-2,x,x,1.1,1.0,3,-2.5,4.4,x,6
CC1CCCN(CCC(=O)c2ccccc2)C1 (stereo not drawn),-6,-11,-4,x,-2.3,-1,-0.5,x,11,-2
CCOc1cc(/C=N/Nc2nncc(-c3ccccc3)n2)ccc1O,32,16,-7,0.7,3.3,-2,-1.0,1.4,-16,0
Cc1cc(C(F)F)nn1CC(=O)NC1C(=O)N2C(C(=O)O)=C(CSc3nnnn3C)CSC12 (stereo not drawn),14,8,x,4.2,3.3,-8,0.3,4.6,-8,0
CC(C)Cn1cc(Cl)c(=O)n(CC(C)C)c1=O,12,-16,x,0.4,0.5,19,0.1,1.6,16,0
CN(C)c1ccc(CNS(=O)(=O)c2ccc3c(c2)C(C)(C)C(=O)N3C)cc1,-6,-10,x,-3.3,3.4,-1,-1.1,-2.5,10,-1
CS(=O)(=O)c1ccc(N)cc1,-2,-5,0,2.1,3.0,5,-0.8,3.7,5,-2
O=C(CNc1cccc(F)c1)Nc1cccc(S(=O)(=O)N2CCCCC2)c1,-3,-8,x,x,4.9,-3,-0.4,x,8,-6
c1ccc(-c2nc3cnccn3c2Nc2ccc3c(c2)OCCO3)cc1,8,8,-6,1.6,0.6,-7,2.5,2.7,-8,8
Nc1nc(Cl)cc(NCCc2ccccc2)n1,x,x,x,-1.1,3.0,x,x,3.5,x,0
C/C(CC(O)c1ccc2ccccc2n1)=N/O (stereo not drawn),8,4,x,-0.4,1.6,5,-3.0,1.9,-4,x
CC(=O)c1ccc(Oc2ccc(C(=O)c3ccc(C)c(C)c3)cc2[N+](=O)[O-])cc1,20,64,-2,2.0,1.4,3,-0.8,0.7,-64,2
O=C(On1c(-c2ccccc2)nc2ccccc2c1=O)c1ccco1,-16,-32,-4,-0.9,-1.1,-11,-1.7,-0.8,32,x
CC(=O)c1cc2c(cc1NC(=O)Cc1c(C)noc1C)OCO2,8,-7,x,0.6,1.9,-11,-0.5,-0.1,7,1
CCSc1nnc(NC(=O)C2CC2c2ccccc2)s1 (stereo not drawn),0,-7,-1,-0.9,3.1,7,-2.2,0.8,7,-1
CN(CC(=O)Nc1ccc(C(N)=O)cc1)S(=O)(=O)c1ccc2c(c1)OCCO2,-1,0,0,-1.6,1.3,-2,-0.4,-2.5,0,-3
CCOc1ccccc1Oc1cn[nH]c1-c1ccc(OC)cc1O,-15,41,-1,1.0,3.7,0,-0.8,-2.0,-41,x
CCOC(=O)C1Nc2ccc(C(F)(F)F)cc2C2c3ccccc3CC12 (stereo not drawn),3,12,-5,-2.1,1.6,1,-3.5,2.8,-12,-1
O=C(O)c1ccccc1-n1cnnn1,2,-12,0,-2.6,2.1,11,1.1,3.4,12,2
Cc1ccc(-c2nc3c(c(=O)[nH]c(=O)n3CC(C)C)n2CC(C)C)cc1[N+](=O)[O-],6,-7,17,1.8,1.5,-9,-2.9,-2.2,7,-1
Cc1ccc(CCNC(=O)CCS(=O)(=O)c2ccc3c(c2)oc(=O)n3C)cc1,8,-17,-6,-1.4,2.5,-1,-3.0,1.4,17,-3

# Among those listed so far, three contain a furan ring, fused or not:
SMILES,MITF TRPM1 HTS,SR-BI DiI inh,CAL PDZ FP-1,Ecoli viability,phage Ecoli inh,Tat transport,CAL PDZ FP-2,AddAB inh,SR-BI DiI-HDL act,Wnt bcat act
COC(=O)c1ccc(S(N)(=O)=O)o1,9,-3,-2,-0.7,0.7,-13,-0.3,3.1,3,x
COc1ccccc1C(=O)Nc1c(C(=O)N(CCN(C)C)Cc2ccco2)oc2ccccc12,7,-19,-4,-0.9,0.0,13,-9.1,-1.5,19,-2
O=C(On1c(-c2ccccc2)nc2ccccc2c1=O)c1ccco1,-16,-32,-4,-0.9,-1.1,-11,-1.7,-0.8,32,x
